High-throughput results: PubChem, several laboratories
RmlCD inh mix = mixture blocks RmlC and RmlD coupled enzyme activity; RmlC/RmlD coupled enzyme inhibition, 384-well mixture HTS; hit rate 0.39% among 110,000; inhibition, % at 5.5 µM; AID 1532; in the data active means inhibition above about 30%, passing the limit was not always enough; further: strong numbers were not always called active
RT RNaseH block = inhibitors of HIV-1 reverse transcriptase RNase H; inhibition, % at 10 µM; hit rate 1.9% among 65,000; AID 565; RT-RNase H RNA/DNA duplex cleavage, fluorescence; in the data active means inhibition above about 50%
* marks the source's active call; other numbers are inactive results; . = not tested or not shown.

SMILES | RmlCD inh mix | RT RNaseH block
O=S(=O)(NCC(c1cccnc1)N1CCN(c2ccccc2)CC1)c1cc(F)ccc1F (centres undefined) | 6.6 | 2.4
CNC(=O)C1CCC(=O)N1Cc1ccccc1Cl (centres undefined) | -4.9 | .
C[C@@H](O)[C@@H]1NC(=O)c2cc([N+](=O)[O-])cc(I)c2NCC[C@@H](C(N)=O)NC(=O)CNC1=O | 6.2 | .
CCOC(=O)C1=C(C)Nc2ncnn2C1/C=C/c1ccccc1 (centres undefined) | 7.2 | -42.7
CC(C)n1nnnc1-c1cccc(Cl)c1 | 6.3 | .
C[C@@H]1C=C[C@](Cc2ccccc2)(C(=O)NCC2CC2)N1C(=O)c1ccccc1 | 7.6 | .
CCOc1cc(C(=O)NCCOC)cc(OCC)c1OCC | -6.4 | -3.9
Cc1nc(N2CCCC2)c2nnn(Cc3ccccc3Cl)c2n1 | 6.3 | 2.1
COC(=O)c1cn(C(=O)c2ccc(Br)o2)c2ccccc12 | 2.7 | -44.8
CC(C)(C)NC(=O)COc1ccc(CNCc2cccs2)cc1 | 3.6 | .
O=C(c1ccc(Cl)s1)N1CCOCC1 | 2.0 | -11.8
CCOC(=O)c1ccc(NC(=O)C(CC)(CC)C(=O)OCC)cc1 | -2.2 | -14.1
Cc1csc(SCCn2c(N3CCN(c4ccccc4)CC3)nc3c2c(=O)[nH]c(=O)n3C)n1 | -12.0 | -5.2
Cc1cc(C)n(CC(O)COCc2ccccc2)n1 (centres undefined) | 24.6 | -8.4
Cn1c(NCCCO)nc2ccccc21 | -12.8 | .
c1ccc(N2CCN(c3ncnc4sc5c(c34)CCC5)CC2)cc1 | -8.9 | -20.0
O=C(Oc1ccc(N(Cc2cccs2)C2=NS(=O)(=O)c3ccccc32)cc1)c1ccccc1F | -5.8 | .
COc1ccc(O)c(C(=O)CC(=O)c2ccc(F)cc2)c1 | 58.2 | -2.9
COC(=O)c1ccc(NC(C)=O)o1 | 10.7 | .
CN(C)C1NC(=O)c2cc(-c3ccccc3)sc2N1 (centres undefined) | -179.9 | .
CC[C@H](C)/C=C(C)/C=C/C(=O)Cc1cc(O)c(C)c(O)c1C=O | 7.1 | .
CCOC(=O)C(C)Sc1ncc(OC)c(=O)[nH]1 (centres undefined) | -15.7 | .
COc1ccccc1CNn1c(-c2cccc(C)c2)nc2ccccc2c1=O | 8.0 | .
CCOC(=O)c1sc2nc(-c3ccco3)c3c(c2c1N)CC(C)(C)OC3 | 12.2 | 90.0*
NC(=O)CC(NC(=O)Cc1ccc(Br)cc1)c1ccc(NCc2ccccn2)c([N+](=O)[O-])c1 (centres undefined) | -8.2 | .
CCN(CC)c1cc(C(F)(F)F)nc(-c2ccccn2)n1 | -1.3 | .
CCc1ccc(CNn2cnnc2SCC(=O)NC(C)(C)C)cc1 | -4.8 | .
CCOc1ccccc1Nc1nnc(SCC(=O)N2CCCC2)s1 | 10.8 | 25.0
CCc1nnc(NC(=O)CSc2nc3cc4c(cc3cc2C)OCCO4)s1 | -0.3 | .
CCCc1cc(=O)[nH]c(SCC(=O)N(CC)Cc2ccccc2)n1 | 71.3 | -13.2
Cc1nc(C)c(C(=O)C2=C(O)C(=O)N(CCCn3ccnc3)C2c2ccc(Cl)cc2)s1 (centres undefined) | -3.9 | 0.8
Cc1nnc(NC(=O)c2cccc(Br)c2)s1 | 4.8 | .
COc1ccc(C(CC(=O)N2CCCCC2)c2c(OC)cc(OC)c3c(-c4ccccc4)cc(=O)oc23)cc1 (centres undefined) | 12.2 | .
CCOCc1nnc(NC(=O)CCc2ccccc2)s1 | 13.7 | 15.5
Oc1c(C(c2ccco2)N2CCC3(CC2)OCCO3)sc2ncnn12 (centres undefined) | 9.6 | -0.1
Cc1nc(CCN2C(=O)c3ccccc3C2=O)cs1 | -16.4 | .
Cc1ccc(S(=O)(=O)CC(C)(O)C(=O)Nc2cccc(C(F)(F)F)c2)cc1 (centres undefined) | 1.5 | .
COc1ccc(/C=c2/sc3n(c2=O)C(c2ccccc2OC)C2=C(N=3)c3ccccc3CC2)cc1O (centres undefined) | 7.7 | .
CCn1c(=O)cc(SCC(=O)NCc2ccc(C)cc2)c2ccccc21 | -7.4 | .
CC1CN(C(=O)CN2C(=O)NC(C)(c3ccccc3)C2=O)CC(C)O1 (centres undefined) | 8.3 | 0.8
CCC(=O)N1CCN(c2ccccc2NC(=O)COc2cccc(C)c2)CC1 | -0.2 | -6.5
CC(C)(C)NC(=O)COC(=O)c1ccc(O)cc1 | -4.2 | 3.9
COc1ccc2cc(CN(C(=O)Nc3ccccc3)C3CCCC3)c(=O)[nH]c2c1 | -2.6 | 11.9
O=C1N(Cc2ccc(F)cc2Cl)c2ccccc2C12OCCCO2 | -7.2 | .
S=C(Nc1ccccn1)c1ccccn1 | -15.9 | 73.3*
CCOC(=O)c1cc(CC)sc1NC(=O)c1ccc2c(c1)OCCO2 | -17.2 | .
Cc1cc(C(=O)CN2C(=O)NC(C)(c3cccc(Br)c3)C2=O)c(C)n1Cc1ccco1 (centres undefined) | 7.2 | 29.7
CCOc1[nH]c(/N=C/c2ccco2)c(C#N)c1C#N | . | 29.3
NC(=O)NC(CC(=O)OCC(=O)NC(=O)NCc1ccco1)c1ccc(Cl)cc1 (centres undefined) | -14.5 | -7.0
Cc1ccc(SC(c2ccc(C)cc2)C(Cn2cncn2)C(=O)c2ccccc2)cc1 (centres undefined) | -35.3 | .

Later entries
SMILES | RmlCD inh mix | RT RNaseH block
Cc1cccc(C2NS(=O)(=O)N=C2N)c1 (centres undefined) | 0.4 | .
COC(=O)CSc1cc(C(F)(F)F)nc(-c2ccccn2)n1 | 6.6 | .
O=S(Cc1ccc(Br)cc1)Cc1nnc(SCc2ccc(Cl)cc2)n1-c1ccccc1 (centres undefined) | 9.7 | .
COc1ccc(CCN2C(=O)c3[nH]nc(-c4ccccc4O)c3C2c2ccccc2)cc1OC (centres undefined) | -0.5 | -4.6
CCC(=O)Nc1cccc(NC(=O)CN2CCN(c3ccccc3OC)CC2)c1 | 5.2 | -2.3
COc1ccc2c(c1)CCc1c(C(=O)Nc3c(C)nn(Cc4ccccc4)c3C)noc1-2 | -15.3 | .
O=S(=O)(Nc1ccc(-c2cn3ccsc3n2)cc1)c1ccc2c(c1)OCCO2 | -8.4 | -15.4
O=C(C1=C[C@H](c2coc3ccccc3c2=O)C[C@H](OCc2ccc(CO)cc2)O1)N1CCN(Cc2ccc3c(c2)OCO3)CC1 | 6.1 | .
O=C(NCc1cccc(Cl)c1)c1cccnc1 | -3.4 | 4.0
COCCn1nnnc1C(c1ccc(OC)cc1)N1CCC(C)CC1 (centres undefined) | 9.3 | 1.3

18 entries from above, with two lines to a compound.
Results follow in this order: RmlCD inh mix, RT RNaseH block
O=C(c1ccc(Cl)s1)N1CCOCC1
→ 2.0, -11.8
CCOC(=O)c1ccc(NC(=O)C(CC)(CC)C(=O)OCC)cc1
→ -2.2, -14.1
Cc1csc(SCCn2c(N3CCN(c4ccccc4)CC3)nc3c2c(=O)[nH]c(=O)n3C)n1
→ -12.0, -5.2
Cc1cc(C)n(CC(O)COCc2ccccc2)n1 (centres undefined)
→ 24.6, -8.4
Cn1c(NCCCO)nc2ccccc21
→ -12.8, .
c1ccc(N2CCN(c3ncnc4sc5c(c34)CCC5)CC2)cc1
→ -8.9, -20.0
O=C(Oc1ccc(N(Cc2cccs2)C2=NS(=O)(=O)c3ccccc32)cc1)c1ccccc1F
→ -5.8, .
COc1ccc(O)c(C(=O)CC(=O)c2ccc(F)cc2)c1
→ 58.2, -2.9
COC(=O)c1ccc(NC(C)=O)o1
→ 10.7, .
CN(C)C1NC(=O)c2cc(-c3ccccc3)sc2N1 (centres undefined)
→ -179.9, .
CC[C@H](C)/C=C(C)/C=C/C(=O)Cc1cc(O)c(C)c(O)c1C=O
→ 7.1, .
CCOC(=O)C(C)Sc1ncc(OC)c(=O)[nH]1 (centres undefined)
→ -15.7, .
COc1ccccc1CNn1c(-c2cccc(C)c2)nc2ccccc2c1=O
→ 8.0, .
CCOC(=O)c1sc2nc(-c3ccco3)c3c(c2c1N)CC(C)(C)OC3
→ 12.2, 90.0*
NC(=O)CC(NC(=O)Cc1ccc(Br)cc1)c1ccc(NCc2ccccn2)c([N+](=O)[O-])c1 (centres undefined)
→ -8.2, .
CCN(CC)c1cc(C(F)(F)F)nc(-c2ccccn2)n1
→ -1.3, .
CCc1ccc(CNn2cnnc2SCC(=O)NC(C)(C)C)cc1
→ -4.8, .
CCOc1ccccc1Nc1nnc(SCC(=O)N2CCCC2)s1
→ 10.8, 25.0

More structures.
SMILES | RmlCD inh mix | RT RNaseH block
O=C1NCC2=C1C(c1ccccc1)Nc1ccccc1N2 (centres undefined) | -5.7 | -3.2
CCn1nnnc1SCC(=O)NCc1cccs1 | 5.8 | 0.9
CCOC(=O)c1ccc(NC(=O)N2CCc3ccccc32)cc1 | 2.2 | -6.6
COc1ccc(N(CC(=O)N2CCN(Cc3ccc4c(c3)OCO4)CC2)S(C)(=O)=O)cc1OC | -14.9 | -8.7
CCn1c(SCc2ccccc2)nnc1C1CCN(S(=O)(=O)c2ccc(OC)cc2)CC1 | -14.3 | .
CCOC(=O)c1cnc2nc(C)[nH]n2c1=O | 7.6 | 2.9
Cc1cc(OCCOCCN(C)CCO)cc(C)c1Cl | -9.4 | -5.3
CSCCC(N=Cc1c(O)n(-c2ccc(F)cc2)c(=O)[nH]c1=O)C(=O)OC(C)(C)C (centres undefined) | -8.5 | .
O=C(O)C1=C(C(=O)N2CCN(C(=O)c3ccco3)CC2)CCCC1 | . | -4.8
CCN(CCCNC(=O)Cn1cc2c(n1)CCCC2)c1cccc(C)c1 | -6.9 | 6.2
Cc1cc(C)nc(Nc2nc(C)c3cc4c(cc3n2)OCO4)n1 | -42.5 | 0.8
c1ccc(-n2nc3c(ccc4cnnc43)[nH]2)cc1 | -23.0 | -10.5
CCOc1ccccc1C1NC(=O)NC(C)=C1C(=O)OC1CCCC1C (centres undefined) | -7.1 | -21.2
COc1ccc(NC(=O)c2ccco2)cc1NC(=O)c1cc2ccccc2o1 | -6.2 | -1.7
COc1ccccc1NC(=O)Oc1ccc(NC(=O)c2ccco2)cc1 | -9.3 | 0.0
COC(=O)c1ccccc1NC(=O)Cn1c(=O)oc2ccc(Cl)cc21 | 1.2 | -16.6
Cc1ccc(-n2ncc3c(=O)n(CC#N)cnc32)cc1C | . | 5.2
Cc1cc(C)c(C#N)c(SCc2[nH]nc3c2C(c2ccc(F)cc2)C(C#N)=C(N)O3)n1 (centres undefined) | 2.2 | .
CCOC(=O)c1nnn(-c2nonc2N)c1CN1CCCCCC1 | 8.3 | -2.2
Cc1sc(NC(=O)CSc2nnc(COc3ccc(Cl)cc3)n2C)c(C#N)c1C | -2.9 | 5.2
O=C(Nc1ccc(O)c(C(=O)O)c1)c1ccc2c(c1)C(=O)N(CC1CCCO1)C2=O (centres undefined) | 4.2 | 13.1
CCOc1cc(-c2cc(-c3ccc(C)o3)nc(N)c2C#N)ccc1O | 16.7 | .
COc1ccc(NC(=O)C2=C(C)C(=O)OC23CCC(C)CC3)cc1Cl (centres undefined) | -7.1 | .
CC(C(=O)N1c2ccccc2Sc2ccccc21)n1nnc(-c2cccs2)n1 (centres undefined) | 15.3 | -8.6
CCOc1ccc(C(=O)Nc2cc(OC)ccc2OC)cc1 | -10.9 | 10.7
CC(C)CCn1c(N)c(C(=O)OCC2CCCO2)c2nc3ccccc3nc21 (centres undefined) | . | 2.5
COc1ccc(N2CC(C(=O)NC3CC(C)(C)NC(C)(C)C3)CC2=O)cc1 (centres undefined) | 6.7 | 2.3
COC(=O)COc1ccc(S(=O)(=O)N2CCc3ccccc3C2)cc1C | 15.9 | .
CNC(=S)Nc1cccc2[nH]ncc12 | -5.2 | .
CCOc1ccccc1N1CC(C(=O)NCCc2ccc(S(N)(=O)=O)cc2)CC1=O (centres undefined) | 5.3 | .
COC(=O)c1sc(Nc2ccccc2)nc1C | -7.3 | -29.6
Cc1sc2nc(SCC(=O)N3CCN(CCO)CC3)n(-c3ccccc3)c(=O)c2c1C | 13.7 | -2.8
COc1cc(C(=O)N(CCc2ccccc2)C2=CC3CCC(C2)N3C)cc(OC)c1OC (centres undefined) | -16.8 | .
CN(CCO)c1ncnc2nc[nH]c12 | 8.6 | -18.6
CC(=O)Nc1ccc(S(=O)(=O)N2CCN(c3ccc(C)c(Cl)c3)CC2)cc1 | 0.7 | -1.8
COC(=O)c1cnn(-c2nc3c(C)cccc3s2)c1C | -3.2 | .
CC(=O)c1ccc(NC2CC(O)C(O)CO2)cc1 (centres undefined) | -9.1 | 0.2
Cc1ccc2[nH]c(=O)c(CN(CCO)Cc3nnnn3CCc3ccccc3)cc2c1 | 18.8 | 5.2
CN1CCCC(C(=O)C(C#N)c2ccccc2)C1 (centres undefined) | 14.6 | -6.5
CC(Oc1ccc(Cl)cc1Cl)c1nc(-c2ccc(NC(=O)c3cccnc3)cc2)no1 (centres undefined) | 7.0 | 5.5
Cc1ccc2oc(-c3ccccc3)c(C(=O)O)c(=O)c2c1 | -11.5 | .
O=C(NCc1cccnc1)C(C(=O)c1ccc(F)cc1)n1ccccc1=O (centres undefined) | -7.0 | -25.9
Cc1ccc2cc(CNC(C)C)c(=O)[nH]c2c1 | -3.0 | 3.1
CNCCc1c(C)n[nH]c1C | 8.0 | -5.4
CNS(=O)(=O)c1cccc(C(=O)OCC(=O)c2cc(C)n(-c3ccc4c(c3)OCO4)c2C)c1 | 2.8 | 12.6
C=CCn1c(=O)[nH]c2cc(C(=O)N3CCN(c4cccc(Cl)c4)CC3)ccc2c1=O | . | 38.0
CCOc1cc2[nH]c(=S)n(CC3CCCO3)c(=O)c2cc1OCC (centres undefined) | 5.9 | 4.2
Cn1nnc2cc(C(=O)N3CCN(c4ccccc4)CC3)ccc21 | -14.5 | 1.3
Cn1c(Cn2c(=O)sc3ccccc32)nnc1SCC(=O)NC1CCCCC1 | 9.1 | 0.1
c1ccc(CNC2=NCCC2)nc1 | 0.7 | -1.2
CN(c1ccccc1)c1nc(N2CCCC2)nc(-n2ccnc2)n1 | 7.9 | -12.1

Only part of the results is shown. The share of hits here may be higher or lower than overall.
